# Bioassay records as filed in PubChem BioAssay.
# Insulin prom inh = TRM-6 insulin promoter activity inhibition; TRM-6 cells (human fetal islet line), insulin promoter-eGFP reporter, imaging; reporter expression induced with tamoxifen; 0.9% of 130,000 active; inhibition, % at 2 µM; AID 1273;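 active = inhibition above the mean plus 3 SD, with well images judged a real hit on visual review, cut at about 60% in these data, passing the limit was not always enough; inconclusive = inhibition over the cutoff but images rejected on review; inactive = inhibition not above the cutoff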
# sdo1 growth = sdo1-depleted yeast growth rescue; S. cerevisiae sdo1-depleted JHY4D growth rescue, OD600 30 h; stronger effect = higher value; pdr5 snq2 efflux-pump mutant strain; z-score at 10 µM; 0.21% of 140,000 active; AID 817;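 active = z-score above 3 at both the 24 hr and the 30 hr optical density reads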;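 also: z-score against mean and SD of all compound wells on the same plate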
# sdo1 growth Rescue 24 h = second read-out of sdo1 growth, no call of its own (marks repeat the call); z-score; S. cerevisiae sdo1-depleted JHY4D growth rescue, OD600; measured here: growth rescue at 24 h;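 0 is the plate mean of compound wells and units are plate SD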
# * = called active by the depositor; ? = inconclusive; nt = no result given. Not all compounds are listed; count on the stated rates, not on these rows.
SMILES,Insulin prom inh,sdo1 growth,sdo1 growth Rescue 24 h
Cc1ccnc(-n2c(CCN3C(=O)c4ccccc4C3=O)nc3ccccc3c2=O)c1,-108,0.3,0.66
CCCCN(Cc1ccco1)C(=O)Cn1ncc2c(=O)oc3ccc(C)cc3c21,nt,-1,0.03
CC(C)CNS(=O)(=O)c1ccc(S(=O)(=O)N2CCC3(CC2)OCCO3)cc1,-50,0.32,0.02
N#Cc1c(-c2ccccc2Cl)noc1/C=C/Nc1ccc(C(=O)O)cc1,-107,nt,nt
Cc1c(CN2CCC(CO)(Cc3ccccc3)CC2)c2ccccc2n1C,0,nt,nt
CN(C)CCCNC(=O)c1ccc(-c2nc(-c3ccc(Cl)cc3)cs2)cc1,-64,-0.81,-0.6
COCc1cc(C)nc2sc(C(=O)NN)c(-n3cccc3)c12,42,nt,nt
N#CCOc1ccc(C2=NO[C@@H]3[C@@H]4C[C@@H]([C@H]5C(=O)N(c6ccc7c(c6)OCO7)C(=O)[C@@H]45)[C@H]23)cc1,-58,0.51,-0.01
CC(NC(=O)c1cc2ccccc2o1)c1cccs1 (stereo not drawn),-23,-0.6,-0.25
O=C(Nc1ccccc1)c1ccc[nH]1,8,0.28,0.03
Cc1ccccc1-n1nc(C)c2cc(C(=O)N3CCN(S(=O)(=O)c4ccc(F)cc4)CC3)sc21,nt,-0.34,0.13
COc1ccccc1-c1nnc(SCC(=O)Nc2ccc(S(N)(=O)=O)cc2)n1C,31,1,0.8
COc1ccc(C2NC(=O)NC(O)(C(F)(F)F)C2C(=O)c2ccc(C)cc2)cc1 (stereo not drawn),nt,0.84,0.04
COc1cccc(-n2c(COc3ccc(C)cc3)nnc2SCC(N)=O)c1,nt,0.8,-0.18
CCC(CC)c1nnc(NC(=O)c2c(-c3ccccc3)noc2C)s1,nt,0.71,0.87
Cc1ccc(NC(=O)N/C=C/c2ccco2)c(C)c1,3,0.77,-0.02
Cc1cccc(Cn2c(=O)n(-c3ccc(CC(=O)NCc4ccco4)cc3)c(=O)c3sccc32)c1,nt,-0.61,0.04
CN(C)c1nc(N2CCN(c3ccccc3)CC2)c(C#N)c(=O)o1,19,0.42,-0.2
CN=C(Nc1cccc(OC)c1)SC1CC(=O)N(c2ccc(C(=O)O)cc2)C1=O (stereo not drawn),52,-1.3,-1.7
COc1ccc(N(CC(=O)Nc2cccc(N(C)S(C)(=O)=O)c2)S(C)(=O)=O)cc1OC,-288,-0.26,-0.74
CC(NC(=O)CCC(=O)N1CCN(S(=O)(=O)c2ccc(Cl)cc2)CC1)c1ccccc1 (stereo not drawn),-92,1.1,1.1
Cc1cc(C)cc(C(=O)NCC(=O)OCC(=O)N(C)C2CCS(=O)(=O)C2)c1 (stereo not drawn),33,2.7,2.3
Cn1nc(SCC(=O)O)sc1=S,nt,0.65,0.59
COc1ccc(/C=C/C(=O)Nc2ccccc2C(F)(F)F)cc1,-9,-0.25,-0.01
CCCCOc1ccc(-c2nnn(CCC(=O)N3CCOCC3)n2)cc1,0,0.19,-0.07
CC(C)C(C)NC(=O)COc1ncnc2sccc12 (stereo not drawn),-328,nt,nt
COc1cccc2sc(Nc3nc(-c4ccccn4)cs3)nc12,-80,-2.4,-1.9
Cc1cccc(NC(=O)c2ccc(OCC3CCCO3)cc2)c1C (stereo not drawn),46,-0.63,0.74
COc1cccc(/C=N/NC(=O)c2ccc(OCc3cccc(Br)c3)cc2)c1,12,-0.05,-0.23
CCC(=O)Nc1ccc(N2CCC(C)CC2)cc1,6,-0.05,0.08
CCC1CCCCN1CC(=O)c1c(C)[nH]c2ccccc12 (stereo not drawn),nt,-0.48,-1.1
NC(=O)C1(N2CCCCC2)CCN(c2nc(-c3ccccc3)cs2)CC1,nt,-0.76,-0.65
COc1ccccc1-c1cc(C(=O)N2CCCc3ccccc32)no1,11,nt,nt
COc1ccc(N2CCN(CCCNC(=S)Nc3c(C)cccc3C)CC2)cc1,14,nt,nt
CCOC(=O)c1c(-c2cccs2)csc1NC(=O)c1ccco1,-58,0.14,-0.03
O=C(Nc1ccc(S(=O)(=O)Nc2nccs2)cc1)c1ccc(=O)[nH]c1,15,nt,nt
O=c1oc(-c2ccccc2)nc2sc3c(c12)CCC3,-7,-0.38,-0.1
O=C(OCC(=O)N1CCCc2ccccc21)c1ccc(Cl)nc1,80*,2.7,1.9
CC(C)CCn1c(CN2CCOCC2)nc2c1c(=O)n(C)c(=O)n2C,43,0.89,0.9
O=C(NNC(=O)c1sccc1-n1cccc1)c1ccc(Cl)cc1,13,-0.29,-0.75
CCOC(=O)c1sc(C)c2c1NC1(CCCCCC1)NC2=O,36,0.58,0.97
O=c1[nH]nc(SCc2nc3ccccc3s2)n1C1CC1,-14,nt,nt
COc1cccc(-c2cc(C(=O)N3C(C)CCCC3C)no2)c1 (stereo not drawn),-19,-0.62,-0.19
CCOC(=O)CCC(=O)c1c(C)oc2ccc(OC)cc12,2,0.87,0.72
c1ccc(Cc2nn3c(COc4ccccc4)nnc3s2)cc1,-18,-0.63,-0.04
CCSc1nnc(NC(=O)CSc2nccn2-c2cc(C)cc(C)c2)s1,nt,-1.3,-1.5
CSC(=NC#N)N1CCN(C(=NC#N)SC)CC1,-14,nt,nt
CCCCCC(=O)Nc1sc(C)c(C)c1C#N,nt,-0.52,-0.65

# Brought forward from above: three entries; new compounds follow.
SMILES,Insulin prom inh,sdo1 growth,sdo1 growth Rescue 24 h
CCSc1nnc(NC(=O)CSc2nccn2-c2cc(C)cc(C)c2)s1,nt,-1.3,-1.5
CSC(=NC#N)N1CCN(C(=NC#N)SC)CC1,-14,nt,nt
CCCCCC(=O)Nc1sc(C)c(C)c1C#N,nt,-0.52,-0.65
O=C1N(CN2CCC3(CC2)OCCO3)c2ccccc2C12OCCCO2,nt,-0.4,-0.59
CCOc1ccccc1Oc1coc2cc(OCC(=O)O)ccc2c1=O,21,nt,nt
Nc1nc(Br)c2c(F)cccc2c1-c1ccc(F)cc1,-6,-0.89,0.36
Cc1noc(C)c1COc1cccc(C(=O)Nc2ccc(C#N)cc2)c1,0,-0.75,-0.39
C=CCn1cccc(C(=O)Nc2cc(OC)c(OC)c(OC)c2)c1=O,-19,nt,nt
COc1cc(S(=O)(=O)n2nc(C)cc2C)c(OC)cc1Cl,0,0.43,0.02
COc1cc(OC)cc(-c2nnc(SCC(=O)N3CCCc4ccccc43)o2)c1,-29,-0.77,-0.97
CC(C)c1onc(C(=O)N2CCCCCC2)c1[N+](=O)[O-],-18,nt,nt
CC(C)C(=O)Nc1ccc(N2CCCC2)cc1,-11,0.77,0.04
CCc1ccccc1OCC(=O)Nc1ccc(S(N)(=O)=O)cc1,32,0.66,0.07
CC(NC(=S)Nc1ccccc1Cl)C(c1ccccc1)N1CCOCC1 (stereo not drawn),-14,-0.83,-1
Cc1cc(C)cc(OCc2nnc(SCC(=O)c3ccc(Br)cc3)o2)c1,28,0.04,1

# Structures above that have a CF3 group:
SMILES,Insulin prom inh,sdo1 growth,sdo1 growth Rescue 24 h
COc1ccc(C2NC(=O)NC(O)(C(F)(F)F)C2C(=O)c2ccc(C)cc2)cc1 (stereo not drawn),nt,0.84,0.04
COc1ccc(/C=C/C(=O)Nc2ccccc2C(F)(F)F)cc1,-9,-0.25,-0.01

# Back to the main list, repeating the 4 entries before the break.
SMILES,Insulin prom inh,sdo1 growth,sdo1 growth Rescue 24 h
CC(C)C(=O)Nc1ccc(N2CCCC2)cc1,-11,0.77,0.04
CCc1ccccc1OCC(=O)Nc1ccc(S(N)(=O)=O)cc1,32,0.66,0.07
CC(NC(=S)Nc1ccccc1Cl)C(c1ccccc1)N1CCOCC1 (stereo not drawn),-14,-0.83,-1
Cc1cc(C)cc(OCc2nnc(SCC(=O)c3ccc(Br)cc3)o2)c1,28,0.04,1
CCOc1ccc(-c2nc(CSc3nncs3)cs2)cc1OC,-15,-0.59,-1.1
C/C(=N\NC(=O)Cn1ccc(C(F)(F)F)n1)c1ccc2c(c1)OCO2,-19,nt,nt
Cc1ccc(C2/C(=C(/O)c3cnn(-c4ccccc4)c3C)C(=O)C(=O)N2CCN2CCOCC2)o1 (stereo not drawn),43,-0.92,-0.75
C=CCOc1ccc2c(CC)cc(=O)oc2c1C,41,-1.4,-1.4
S=C(Nc1ccc(Oc2ccc(NC(=S)NC3CCCCC3)cc2)cc1)NC1CCCCC1,0,0.19,1.7
Cc1ccc(S(=O)(=O)Nc2cccnc2)cc1,-68,-0.58,-0.34
COc1ccc(CN2C(=O)c3ccccc3C2C(=O)NCC2CCCO2)c(OC)c1 (stereo not drawn),nt,0.12,-0.56
CCOC(=O)C1CCN(c2nc(-c3ccccc3)nc3c2oc2ccccc23)CC1,29,-0.91,-0.69
Cc1ccc(-c2nnc(SCC(=O)N/N=C/c3c(C)nn(-c4ccccc4)c3C)n2-c2ccc(C)cc2)cc1,-21,0.16,0.02
Cc1ccc(O)c(NC(=O)CCCC(=O)O)c1,nt,0.06,-1.1
CC(NC(=O)CN(C)CC(=O)Nc1ccc(F)c(F)c1F)c1ccccc1 (stereo not drawn),27,nt,nt
COc1ccc(C2N(c3cc(Cl)ccc3OC)C(=O)C3CCCN32)cc1OC (stereo not drawn),nt,0.25,0.49
O=C(NNC(=O)C1CCCN(c2ncccn2)C1)c1ccc(F)cc1 (stereo not drawn),21,0.25,-0.19
CC(=O)c1c(C)[nH]c(C(=O)NCCCN2CCCC2)c1C,nt,0.41,1.5
Cc1ccc(C(=O)CSc2nnc(CNc3ccc(C)cc3C)n2Cc2ccco2)cc1,nt,-1.4,-0.08
O=C(CCN1C(=O)/C(=C/c2cccs2)SC1=S)Nc1ccccn1,-15,nt,nt
Cc1cccc(C2(c3cccc(C)c3)CC2C(=O)NCC2CCCO2)c1 (stereo not drawn),nt,-0.53,-0.32
O=C(CCC(=O)OCC(F)(F)C(F)F)Nc1ccc(Cl)cc1,nt,0.54,0.46
COc1cc2[nH]c(=S)nc(NCc3ccccn3)c2cc1OC,-300,nt,nt
Cc1ccc(N2C(=O)c3ccccc3C2(O)c2ncc[nH]2)cc1 (stereo not drawn),6,0.43,-1.4
Cc1cccc(-c2nnc(SCC(=O)Nc3cccc(C(=O)N4CCOCC4)c3)n2C)c1,nt,-0.08,-0.6
O=[N+]([O-])c1cc([N+](=O)[O-])c2n[nH]c(-c3ccccc3)c2c1,-8,nt,nt
O=C(COC(=O)C1Cc2ccccc2CN1C(=O)c1ccccc1Cl)Nc1ccc(N2CCOCC2)cc1 (stereo not drawn),-8,-0.26,-0.55
CS(=O)(=O)Nc1ccc(C(=O)NCc2ccccn2)cc1,0,1,1.1
O=C(CCn1ccc([N+](=O)[O-])n1)NC1CCCCCC1,33,0.76,0.02
CCCSc1nnc(CSc2nc3nc(C)cc(C)n3n2)o1,nt,-0.08,-0.72
COCCOC(=O)C1=C(C)NC(=O)NC1c1cccs1 (stereo not drawn),-61,-0.56,-1
Cc1ccc2nc(NC(=O)CN3C(=O)C4CC=CCC4C3=O)sc2c1 (stereo not drawn),0,nt,nt
COc1ccc(C)cc1NC(=O)c1nc2nc(C)cc(C)n2n1,-66,nt,nt
Cc1cccc(C(=O)c2c[nH]cc2-c2ccccc2)c1,33,-1.2,-0.26
O=C(NCc1ccc(Cl)cc1)C(=O)NCC1OCCN1S(=O)(=O)c1cccs1 (stereo not drawn),-48,-0.04,0.1
Cc1noc(C)c1C(=O)OCC(=O)c1c[nH]c2ccccc12,nt,0.39,0.12
O=C(C1CCN(S(=O)(=O)N2CCOCC2)CC1)N1CCOCC1,nt,1.6,1.2
COc1cc(OC)cc(C(=O)N2CCC(N3CCN(c4ccccc4)CC3)CC2)c1,nt,0.11,0.66
COc1cc(CNCCc2ccccc2)ccc1OCC(N)=O,13,1.5,0.76
COc1cc(OC)c(N(C)S(=O)(=O)c2cccc(C(=O)OCc3c(C)noc3C)c2)cc1Cl,-6,nt,nt
c1ccc2c(c1)OCC(c1csc3ncnc(N4CCCCC4)c13)O2 (stereo not drawn),-44,-0.94,-1.2
O=C(O)CCCC(=O)Nc1nc2n(n1)C(c1ccc(F)cc1)CC(c1ccc(Cl)cc1)N2 (stereo not drawn),38,1.9,1.6
O=C(CNS(=O)(=O)c1ccc(Cl)cc1)OCC(=O)N1CCCc2ccccc21,nt,0.36,-0.25
COc1cc(N2CCOCC2)ccc1C=C(C#N)C#N,-11,nt,nt
Cc1nc(CNS(=O)(=O)c2ccc3ccccc3c2)cs1,29,0.94,2.1
CCN(CC)CCN(C(=O)c1ccc2c(c1)CCCC2)c1nc2ccc(F)cc2s1,?,nt,nt
NC(=O)C1(N2CCCCC2)CCN(S(=O)(=O)c2cc(Cl)ccc2Cl)CC1,nt,2,0.52
Cc1cc(-c2ccccc2)n(-c2ccc(C(=O)NC(C)C)cc2)n1,-6,-1.3,-0.47
O=C1CC(c2ccccc2)=Nc2ccccc2N1Cc1ccccc1,-36,nt,nt
O=C(c1ccc(S(=O)(=O)N2CCOCC2)cc1)N1CCOCC1,-12,nt,nt
CCOc1cc(S(=O)(=O)N(Cc2ccccc2)Cc2ccccc2)c(OCC)cc1-n1cnnn1,-51,0.95,2
COC(=O)CC1Oc2ccc(C)cc2NC1=O (stereo not drawn),nt,1.3,1.7
O=C(O)CSCc1cn2cc(Cl)ccc2n1,4,0.97,0.8
CCOC(=O)c1[nH]c2ccccc2c1NC(=O)c1ccc(S(=O)(=O)N2CCCCC2)cc1,7,-1.1,-0.02
COc1cccc(N2CCN(S(=O)(=O)c3ccc4nc(-c5ccccc5)[nH]c4c3)CC2)c1,7,-1.2,-0.33
O=C(O)c1cccc(-n2cnnn2)c1,21,0.08,0.16
